# mIAP act: activators of mouse IAP, primary screen, biochemical, luminescence, uHTS | intestinal alkaline phosphatase [Mus musculus] | muIAP, CDP-Star luminescence, 30 min; stronger effect = higher value; 1 = vehicle-only enzyme signal, 0 = enzyme-free wells | activation factor at 10 µM | hit rate 0.24% among 330,000 | AID 2805, 2010;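 active = activation factor of at least 2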; note: the source names both 10 and 20 µM as test concentration; values of inactives mirror those of a sister screen read the other way
#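 System: Mouse IAP enzyme | Also added: CDP-Star substrate | Dosing: Compounds dispensed in DMSO | Schedule: 30 min enzyme-substrate-compound incubation at room temperature | Technique: Chemiluminescence readout | Control set: DMSO-only wells and no-enzyme negative control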
# NLRP3 yeast inh: NALP3 inflammasome inhibitors in reconstituted yeast, primary screen, luminescence, uHTS; Yeast reconstituted NLRP3/ASC/caspase-1, beta-gal luminescence, 24 h; inhibition, % at 10 µM; hit rate 0.39% among 330,000; AID 2825, 2010;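 active = inhibition of 50% or more; inactive = inhibition below 50%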;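 note: plate controls were induced DMSO wells for no effect and uninduced yeast grown without galactose for full effect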
# APOBEC3A inh: APOBEC3A ssDNA deaminase inhibitors, primary screen, selectivity assay for APOBEC3G inhibitor project, biochemical, FAM/TAMRA oligo cleavage fluorescence; DNA dC->dU-editing enzyme APOBEC-3A (Homo sapiens), P31941; recombinant A3A, FAM/TAMRA ssDNA deamination fluorescence; inhibition, % at 20 µM; hit rate 0.41% among 330,000;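 active = at least 40% inhibition at 20 µM here, with at most 30% in a related deaminase screen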;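 note: plate controls were A3A with DMSO for no effect and wells lacking A3A enzyme for full effect; some results filed as inactive read as strong as hits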
# Target sequence (P31941 whole entry, looked up): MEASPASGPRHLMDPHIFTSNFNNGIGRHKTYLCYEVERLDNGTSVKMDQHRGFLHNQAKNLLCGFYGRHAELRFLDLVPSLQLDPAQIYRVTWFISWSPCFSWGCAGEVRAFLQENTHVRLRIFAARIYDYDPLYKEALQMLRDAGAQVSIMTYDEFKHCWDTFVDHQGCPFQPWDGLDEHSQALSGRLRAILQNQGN
# SENP1 inh: human SENP1 catalytic domain inhibitors, primary screen, biochemical, FRET, uHTS; inhibition, % at 10 µM; recombinant SENP1 catalytic domain, CyPet-SUMO1-YPet FRET cleavage; hit rate 0.21% among 360,000;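 active = inhibition at least 30% at 10 µM, raw YFP signal under a set limit, fluorescence ratio 0.5 to 1.5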;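 note: 0% = enzyme with DMSO and 100% = no enzyme wells; some results filed as inactive read as strong as hits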
# Target sequence (Q9P0U3 419-644 limits assumed): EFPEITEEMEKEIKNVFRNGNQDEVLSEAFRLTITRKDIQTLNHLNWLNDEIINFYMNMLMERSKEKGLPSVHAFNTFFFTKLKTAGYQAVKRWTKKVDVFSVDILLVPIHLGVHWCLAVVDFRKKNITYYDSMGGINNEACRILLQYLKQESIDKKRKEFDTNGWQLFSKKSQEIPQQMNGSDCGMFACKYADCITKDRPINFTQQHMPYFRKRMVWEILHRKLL
#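 System: Recombinant human SENP1 catalytic domain, His6-tagged | Incubation: Enzyme reaction for 50 min at room temperature, dark | Medium: Tris pH 8 with BME, BSA, NP40 and catalase | Also added: 25 nM SUMO1 FRET substrate | Compound: 10 µM single point, 0.5% DMSO | Measured by: FRET fluorescence in CFP and YFP emission channels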
# hIAP act: human IAP activators, primary screen, biochemical, luminescence, uHTS | purified human IAP, CDP-Star luminescence, 30 min; stronger effect = higher value; 1 = vehicle-only enzyme, 0 = enzyme-free background | Intestinal-type alkaline phosphatase (Homo sapiens), P09923 | hit rate 0.16% among 330,000 | activation factor at 10 µM;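 active = activation factor of the enzyme at least 2-fold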; note: the source names both 10 and 20 µM as test concentration; values of inactives mirror those of a sister screen read the other way
# Target sequence (P09923 whole entry, looked up): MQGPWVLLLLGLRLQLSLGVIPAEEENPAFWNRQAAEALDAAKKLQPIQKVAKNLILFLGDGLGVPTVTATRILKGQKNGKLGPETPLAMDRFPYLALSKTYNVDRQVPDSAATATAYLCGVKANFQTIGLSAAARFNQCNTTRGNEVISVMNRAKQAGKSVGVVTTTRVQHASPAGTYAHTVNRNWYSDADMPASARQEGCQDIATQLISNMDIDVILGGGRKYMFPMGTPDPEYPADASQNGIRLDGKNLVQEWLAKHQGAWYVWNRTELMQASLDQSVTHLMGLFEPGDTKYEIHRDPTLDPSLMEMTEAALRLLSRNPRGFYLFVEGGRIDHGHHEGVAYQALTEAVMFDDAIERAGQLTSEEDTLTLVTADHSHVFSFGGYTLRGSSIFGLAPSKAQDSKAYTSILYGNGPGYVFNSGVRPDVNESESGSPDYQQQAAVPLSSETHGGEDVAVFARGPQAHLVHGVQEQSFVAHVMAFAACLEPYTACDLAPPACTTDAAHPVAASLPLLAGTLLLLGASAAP
# hIAP inh: human IAP inhibitors, primary screen, biochemical, luminescence, uHTS; purified IAP, CDP-Star luminescence, 30 min; inhibition, % at 10 µM; hit rate 0.12% among 330,000;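 active = inhibition reaching a set limit with compound at 10 µM in the primary screen, cut at about 35% in these data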;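 note: plate controls were DMSO wells with enzyme for no effect and no-enzyme buffer wells for full effect; values of inactives mirror those of a sister screen read the other way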
# mIAP block: inhibitors of mouse IAP, primary screen, biochemical, luminescence, uHTS | inhibition, % at 10 µM | purified mouse IAP, CDP-Star luminescence, 30 min | hit rate 0.2% among 330,000 | intestinal alkaline phosphatase [Mus musculus];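 active = inhibition of at least 40% at 10 µM in the primary screen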;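 note: plate controls were DMSO with enzyme for no effect and no enzyme wells for full effect; values of inactives mirror those of a sister screen read the other way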
# APOBEC3G inh: APOBEC3G DNA deaminase inhibitors, primary screen, biochemical, fluorescence, single-stranded DNA substrate, uHTS; hit rate 0.28% among 330,000; inhibition, % at 20 µM; DNA dC->dU-editing enzyme APOBEC-3G (Homo sapiens), Q9HC16; recombinant A3G, ssDNA deamination FAM/TAMRA fluorescence;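 active = inhibition of at least 40% at 20 µM, with no more than 30% in the related APOBEC3A deaminase screen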;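 note: plate controls were DMSO wells with A3G for no effect and wells lacking A3G enzyme for full effect; some compounds called inactive have numbers as strong as hits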
# beta cell repl: inducers of MIN6 beta-cell proliferation, primary screen, ATP luminescence, uHTS; MIN6 cells proliferation, ATPlite luminescence, 48 h; cells starved in 0.2% serum; 100% = growth in 10% serum; proliferation, % at 10 µM; hit rate 0.29% among 330,000; AID 2380, 2010;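 active = compounds whose signal lies at least 3.5 SD above the mean of all wells on their plate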;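 note: 0% = DMSO-treated cells in low-serum medium and 100% = 10% serum control; some compounds called inactive have numbers as strong as hits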
# Starred values were filed as active, the others as inactive; . = not tested or not shown. Not all compounds are listed, so the mix of outcomes need not match the whole.
# The line under a structure holds: mIAP act	NLRP3 yeast inh	APOBEC3A inh	SENP1 inh	hIAP act	hIAP inh	mIAP block	APOBEC3G inh	beta cell repl
- Cc1ccccc1NC(=O)C1(NC(=O)c2cccc(N3C(=O)CSC3c3ccccc3)c2)CCCCC1 (stereo not given)
  1.2	8	0	-1	1	-1	-17	-2	-1
- CC(C)(C)c1ccc(OCCC(=O)NNC(=O)c2ccncc2)cc1
  0.98	3	-2	2	1.4	-40	2	-12	0
- CCC(C)NC(=O)CSc1nc2ccccc2c(=O)n1CCCC(=O)NCC1CCCO1 (stereo not given)
  1	-4	-2	0	1.1	-6	-1	-8	1
- Cc1cc(C)c2nc(SCC(=O)NNC(=O)c3ccco3)c(C)cc2c1
  0.97	-5	-1	1	2*	-103	3	-6	2
- COc1cc(CCNC(=O)CCCn2c(=O)c3cccn3c3cccnc32)cc(OC)c1OC
  1	2	-4	-4	0.92	8	-2	-8	3
- CCCCc1nc2cc(C(=O)N3CCCCC3C(=O)OC)ccc2o1 (stereo not given)
  1	19	-7	3	1	-2	0	-6	5
- OCC1(CCCc2ccccc2)CCN(Cc2ccc(F)cc2)CC1
  1	17	3	2	0.91	9	-4	1	0
- CN(CCCC(=O)Nc1nccs1)S(=O)(=O)c1ccc(Cl)cc1
  0.93	16	0	0	0.94	6	7	-7	-3
- COc1ccc(SCCN2CC[C@@H](O)CCC2=O)cc1
  0.99	3	4	1	1	-2	1	0	4
- COc1ccc(NS(=O)(=O)c2cc(NC(=O)CNC(=O)c3cccc(OC)c3)ccc2C)cc1
  0.94	9	-1	-2	0.93	7	6	-2	1
- C=CCNC(=O)c1ccc(Cl)cc1Cl
  1.1	4	-3	1	1	-4	-13	-4	-1
- COc1ccc(CCN2CC(C(=O)OCC(=O)Nc3c(C)nn(-c4ccccc4)c3C)CC2=O)cc1OC (stereo not given)
  1	4	1	-1	1	0	-1	0	0
- COc1cc(/C=C/C(=O)OCC(=O)NCCC2=CCCCC2)cc(OC)c1OC
  1	10	2	-1	0.99	1	0	1	-4
- O=C(c1ccc(Oc2ccc(Cl)cc2)c([N+](=O)[O-])c1)N1CCCC1
  0.99	19	-1	1	0.91	9	1	-6	2
- CC(OC(=O)Cn1[nH]c(=O)c2ccccc2c1=O)C(=O)Nc1ccc(F)cc1Cl (stereo not given)
  1.1	11	5	3	0.89	11	-6	0	0
- CC(CCc1ccccc1)NC(=O)C(=O)NCCO (stereo not given)
  0.98	1	1	0	0.93	7	2	-1	-2
- CN1CCN(C(=O)c2ccccc2-c2ccccc2C(=O)O)CC1
  0.96	5	1	1	1.1	-11	4	-4	-2
- O=C1NC(NS(=O)(=O)c2ccccc2)(C(F)(F)F)C(=O)N1CCc1ccccc1 (stereo not given)
  0.95	5	-1	0	1	-3	5	-8	0
- Nc1nc(CSCCO)nc(Nc2ccc(F)cc2)n1
  1	0	-5	3	1.1	-6	-3	-7	-3
- CSc1nc(N2CCOCC2)c2c3c(sc2n1)CCC3
  0.99	28	3	-1	0.9	10	1	0	1
- COc1ccc(S(=O)(=O)NCCNC(=O)N2CCOCC2)cc1
  0.93	12	1	2	0.96	4	8	-2	3
- COc1ccc(N2CCN(C(=O)C3CCCN(S(=O)(=O)c4c(C)noc4C)C3)CC2)cc1 (stereo not given)
  1.1	3	-2	2	1	-2	-9	-1	-3
- COc1ccc(N2CCN(CC(=O)c3c[nH]c4ccccc34)CC2)cc1
  1.1	11	-2	4	1.1	-6	-8	-4	2
- C/C(=N\NC(=O)c1ccc(F)cc1)c1ccccn1
  0.95	47	-2	0	1.5	-51	5	-7	-5
- Cc1ccc(C)c(S(=O)(=O)N2CCN(C(=O)CSc3ccccc3)CC2)c1
  0.97	2	-5	1	0.92	8	3	-7	-2
- CC(Oc1ccc2c3c(c(=O)oc2c1)CCCC3)C(=O)NCc1ccccn1 (stereo not given)
  0.93	22	-3	1	1.4	-42	7	-3	-2
- COc1ccc(-c2nc3n(c2C)Cc2ccccc2-3)cc1
  0.99	12	5	-17	1	0	1	7	-2
- CCn1c(-c2cc(Cl)ccc2OC)n[nH]c1=S
  0.94	10	-4	2	1	-1	6	37	-1
- CCOc1ccc(NS(=O)(=O)c2ccc(NS(=O)(=O)c3ccccc3)cc2)cc1
  0.97	-6	8	0	1.1	-9	3	1	-1
- CC(C)CCn1c(CN2CCN(C(=O)c3ccco3)CC2)nc2c1c(=O)n(C)c(=O)n2C
  0.93	17	-3	-4	1.1	-11	7	-2	0
- COC(=O)c1c(NC(=O)CSc2nc(-c3ccco3)cc(C(F)(F)F)n2)sc2c1CCCC2
  0.99	-5	1	-1	1	-1	1	0	-2
- COc1ccc(NC(=O)/C(C#N)=C/c2ccc(Br)o2)cc1
  1.1	33	67*	3	1.1	-7	-5	27	-1
- Cc1cc(-c2nnc3sc(-c4ccc(Cl)cc4Cl)nn23)n[nH]1
  1	6	-1	2	0.87	13	0	-3	-4
- COCc1nnc(SCC(=O)NC(C)c2ccccc2)n1-c1ccccc1 (stereo not given)
  0.92	14	-1	2	0.87	13	8	-1	-1
- CCCCSCc1[nH]c(=O)[nH]c1C(=O)CCCCC(=O)OCC
  0.98	-19	-1	2	1	-2	2	-4	2
- COc1cc(C(=S)N2CCOCC2)ccc1OC(=O)c1cc(OC)c(OC)c(OC)c1
  0.89	14	-2	1	0.91	9	11	-4	-2
- Cc1cc(NC(=O)c2ccc(F)cc2)n(-c2ccccn2)n1
  0.98	12	2	1	0.99	1	2	-10	6
- Nc1cc(S(=O)(=O)c2ccc(O)c(N)c2)ccc1O
  0.86	3	8	-1	1	0	14	-4	-1
- CCOc1ccc(S(=O)(=O)N(C)CC(=O)N2CCCC2)cc1
  1	10	-6	2	1	-4	-4	-5	-2
- O=C(N/N=C\c1cc2c(cc1[N+](=O)[O-])OCO2)c1cccs1
  0.93	26	10	4	0.91	9	8	2	-1
- CCC(=O)c1ccc(OCC(=O)Nc2cc(S(=O)(=O)N3CCCCC3)ccc2OC)cc1
  1	11	5	-2	0.96	4	0	-3	-2
- CC1(C)Cc2cccc(OCC(=O)Nc3ccccc3N3CCOCC3)c2O1
  0.93	8	-4	0	1	0	7	-4	-3
- COc1ccc(N2CCN(C(=O)Cn3nnc(-c4ccc(N(C)C)cc4)n3)CC2)cc1
  1.1	13	2	0	0.92	8	-6	0	-1
- C/C(Cl)=C\Cn1c(Nc2ccccc2)nc2c1c(=O)n(C)c(=O)n2C
  1.1	9	1	1	1	-2	-14	-2	0
- Cc1ccc(N2CC(C(=O)Nc3nnc(C)s3)CC2=O)cc1 (stereo not given)
  1	25	6	0	1.1	-11	-3	6	0
- NS(=O)(=O)c1ccc(CNC(=O)c2cc(S(=O)(=O)N3CCOCC3)c(Cl)cc2Cl)cc1
  1	22	3	2	1	-3	-3	9	-3
- CC(=O)Nc1ccc(C(=O)N/C(=C/c2ccccc2)C(=O)N2CCCCC2)cc1
  0.93	14	1	1	0.99	1	7	-7	-3
- Cc1ccc([N+](=O)[O-])cc1S(=O)(=O)NCCc1c(C)[nH]c2c(C)cccc12
  0.85	5	3	0	0.93	7	15	-1	-1
- Cc1ccc(N2C(=O)c3n[nH]c(C)c3C2c2cccnc2)cc1 (stereo not given)
  0.97	6	-1	-2	0.94	6	3	-11	1
- CCCCN(Cc1cc2cccc(C)c2[nH]c1=O)S(C)(=O)=O
  1.1	8	-5	-4	1.2	-22	-10	-6	-1
- O=C(NC1CCCCC1)C(Cc1ccccc1)NS(=O)(=O)c1cccs1 (stereo not given)
  1	7	-2	4	1.1	-10	-1	-5	-2
- CCCc1cc(C(=O)OC)c(NC(=O)CCCC(=O)O)s1
  0.94	7	-2	1	0.97	3	6	-8	-1
- Cc1ccc(Nc2nc(-c3ccc(S(=O)(=O)N4CCCC4)cc3)cs2)cc1C
  0.93	7	87*	13	0.85	15	7	-3	-2
- O=C(Nc1nnc(CC2=CCCCC2)s1)Nc1ccccc1F
  1	3	1	.	1.1	-14	0	-4	-2
- CCOC(=O)CSc1nnc(SCCN2C(=O)c3ccccc3C2=O)s1
  1.1	8	-5	1	0.82	18	-7	-13	0
- CCOC(=O)C1CCN(C(=O)NC23CC4CC(CC(C4)C2)C3)CC1
  1	21	-5	1	0.99	1	-5	6	0
- COc1cccc(CNC(=O)c2ccc(NC(=O)CC3SC(N4CCCCC4)=NC3=O)cc2)c1 (stereo not given)
  1.1	13	0	0	0.84	16	-7	-3	-2
- O=C(O)c1ccccc1NCN1C(=O)C2CC=C(Cl)CC2C1=O (stereo not given)
  0.98	2	4	1	0.89	11	2	1	2
- O=C(CCC(=O)N1CCCC1)Nc1nnc(C(F)(F)F)s1
  0.99	9	-5	5	1	0	0	-8	-3
- CCOC(=O)N1CCN(C(=O)CSc2nc3c(cnn3-c3ccc(C)cc3)c(=O)[nH]2)CC1
  1	17	3	0	0.93	7	-3	7	4

# Full records from above. Order of screens: mIAP act, NLRP3 yeast inh, APOBEC3A inh, SENP1 inh, hIAP act, hIAP inh, mIAP block, APOBEC3G inh, beta cell repl
# O=C(Nc1nnc(CC2=CCCCC2)s1)Nc1ccccc1F reads 1, 3, 1, ., 1.1, -14, 0, -4, -2
# COc1ccc(CCN2CC(C(=O)OCC(=O)Nc3c(C)nn(-c4ccccc4)c3C)CC2=O)cc1OC (stereo not given) reads 1, 4, 1, -1, 1, 0, -1, 0, 0

# Next records:
# The line under a structure holds: mIAP act	NLRP3 yeast inh	APOBEC3A inh	SENP1 inh	hIAP act	hIAP inh	mIAP block	APOBEC3G inh	beta cell repl
- COc1cc([C@@H]2c3cc4c(cc3[C@@H](O)[C@@H](CO)[C@@H]2CO)OCO4)cc(OC)c1O[Si](C)(C)C(C)(C)C
  0.96	1	11	.	1	-3	4	3	-8
- O=c1c2ccccc2nnn1Cc1ccccn1
  1	-6	0	1	0.97	3	-1	-5	3
- COc1ccc(N(C(=O)c2snc(C(N)=O)c2N)C(C(=O)NC2CCCC2)c2ccco2)cc1OC (stereo not given)
  0.9	9	-2	-3	0.97	3	10	-3	0
- CCN(CCCCCCN)c1ccc2c(=O)[nH][nH]c(=O)c2c1
  1.1	32	1	-1	0.98	2	-8	2	-2
- O=C(NCCNc1ccc([N+](=O)[O-])cc1)c1ccccc1F
  1.1	32	-2	-1	0.97	3	-5	-3	-3
- CCOc1ccc(CCNC(=O)CCNC(=O)c2ccc(Br)cc2)cc1OCC
  1	10	28	0	1.4	-45	-4	0	0
- Cc1cc(=O)n2nc(N3CCCC(C(=O)NCCc4ccccc4)C3)sc2n1 (stereo not given)
  1	11	2	-1	1.2	-18	-1	-3	-3

# Screening results deposited in PubChem BioAssay by Sanford-Burnham Center for Chemical Genomics.
